mIDH1 inhibitor: qHTS for Inhibitors of mutant isocitrate dehydrogenase 1 (IDH1): qHTS; IDH1-R132H enzyme, NADPH consumption, diaphorase/resazurin fluorescence; 390,000 tested, 0.093% active; Isocitrate dehydrogenase [NADP] cytoplasmic (Homo sapiens), O75874; Potency, µM (titrated, usually from 76.6 µM), inactives show top-dose activity change, negative = inhibition, most hits filed as inhibitors; AID 602179, 2012; note: potency is the fitted concentration of half-maximal effect; % is set by controls: 0 for no effect and ±100 for the full control effect; nearly all actives have a fitted effect of over 65% in size
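IDH1-R132H (0.5 ug/mL dispensed) in pH 7.5 Tris buffer was preincubated 30 min with compound, then given a substrate mix of 0.016 mM NADPH and 2 mM alpha-KG for 80 min at room temperature; remaining NADPH was read by diaphorase/resazurin fluorescence.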
TrxR1 inh: qHTS Assay for Inhibitors of Mammalian Selenoprotein Thioredoxin Reductase 1 (TrxR1): qHTS; Thioredoxin reductase 1, cytoplasmic (Rattus norvegicus), O89049; recombinant rTrxR1, NADPH fluorescence consumption, selenite substrate; Potency, µM (doses to about 114 µM), inactives show at the highest dose activity change, negative = inhibition, usual class: inhibitors; 390,000 tested, 1% active; AID 588453, 2011; note: potency is the fitted concentration of half-maximal effect; % is set by controls: 0 for no effect and ±100 for the full control effect; nearly all actives have a fitted effect of over 65% in size
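Rat TrxR1 (90 nM in the dispensed reagent) was pre-reduced with 400 uM NADPH for 5 min at room temperature, then incubated with compound for 15 min. After 400 uM selenite was added, NADPH fluorescence (Ex 340/Em 450 nm) was followed for 8 min.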
LDHA block: qHTS assay for inhibitors of human lactate dehydrogenase; purified LDHA, NADH/diaphorase-resazurin fluorescence; active compounds read low; 480,000 tested, 0.15% active; L-lactate dehydrogenase A chain (Homo sapiens), P00338; activity change, % (values are at about 110 or 230 µM); in the data active = activity change below about -30%; inconclusive = mostly about -25% to -30%;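 note: plate controls were DMSO wells for no effect and wells without enzyme for full effect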
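Remaining NADH was detected by diaphorase (0.133 mg/mL) converting 37 µM resazurin to fluorescent resorufin, read at 0 and 20 minutes. The preceding 5-minute room-temperature reaction used 2 nM LDHA, 0.2 mM sodium pyruvate and 0.06 mM NADH at pH 7.4.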
Vif-A3F inh: qHTS for Inhibitors of Vif-A3F Interactions: qHTS. HeLa A3F-eYFP + Vif (tagged APOBEC3F with the HIV-1 protein that degrades it), YFP fluorescence increase. AID 602313, 2012. Potency, µM (titrated, usually from 46.1 µM), for inactives: at the highest dose activity, negative = active. 390,000 tested, 0.2% active; note: potency is the fitted concentration of half-maximal effect; % of control where 0% means no effect; nearly all actives have a fitted effect of over 65% in size
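Fluorescence increase (Ex 488/Em 500-530) after overnight compound treatment at 37 deg C flags inhibition of Vif-driven A3F-eYFP loss in stable HeLa A3F-eYFP/Vif cells seeded overnight beforehand.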
Glioma ERSR ind: qHTS for Inducers of the Endoplasmic Reticulum Stress Response (ERSR) in Human Glioma: qHTS | AID 602332, 2012 | 420,000 tested, 0.02% active | Potency, µM, for the others: top-dose activation, most hits filed as activators | U87-MG GRP78 promoter luciferase reporter, 16 h; note: potency is the fitted concentration of half-maximal effect; series mostly up to about 76 µM; % of control where 0% means no effect; nearly all actives have a fitted effect of over 35% in size
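ERSR induction read as luciferase luminescence (Bright-Glo, 10 min at room temperature) in stably transfected human U87-MG glioma cells exposed to compounds for 16 h, using GRP78 as sensor.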
RGS4 inhibitor: Inhibitors of Regulator of G Protein Signaling (RGS) 4: qHTS. Regulator of G-protein signaling 4 (Homo sapiens), P49798. Transcreener GDP fluorescence polarization, RGS4-accelerated GTP hydrolysis. AID 504845, 2011. 390,000 tested, 0.039% active. Potency, µM (top dose mostly 114 µM), without a hit: at the highest dose activity change, negative = inhibition, actives largely listed as inhibitors; note: potency is the fitted concentration of half-maximal effect; % is set by controls: 0 for no effect and ±100 for the full control effect; nearly all actives have a fitted effect of over 75% in size; some results filed as inactive show a strong effect at the top dose
Target sequence (P49798 whole entry, looked up): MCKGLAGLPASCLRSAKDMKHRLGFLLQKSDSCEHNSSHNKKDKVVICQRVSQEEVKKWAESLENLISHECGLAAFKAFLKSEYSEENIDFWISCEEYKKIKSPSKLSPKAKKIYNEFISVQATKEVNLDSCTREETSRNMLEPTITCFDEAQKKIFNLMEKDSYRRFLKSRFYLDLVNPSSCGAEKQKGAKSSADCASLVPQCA
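MLSMR compounds (23 nl, pin-transferred) preincubated 10 min at room temperature with a 500nM (2x) first reagent, then RGS4 at 900nM (2x) plus Transcreener GDP mix added; fluorescence polarization (620/688 nm) read before and after 90 min at 30 °C.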
USP1-UAF1 inh: Inhibitors of USP1/UAF1: Primary Screen | Ubiquitin carboxyl-terminal hydrolase 1 (Homo sapiens), O94782 | recombinant USP1/UAF1, Ub-Rhodamine cleavage fluorescence | Potency, µM (highest dose often 57.1 µM), for inactives: top-dose activity change, negative = inhibition, most hits filed as inhibitors | 390,000 tested, 0.23% active | AID 743255, 2014; note: potency is the fitted concentration of half-maximal effect; % is set by controls: 0 for no effect and ±100 for the full control effect; nearly all actives have a fitted effect of over 60% in size; inactives centre near -12
Target sequence (O94782 whole entry, looked up): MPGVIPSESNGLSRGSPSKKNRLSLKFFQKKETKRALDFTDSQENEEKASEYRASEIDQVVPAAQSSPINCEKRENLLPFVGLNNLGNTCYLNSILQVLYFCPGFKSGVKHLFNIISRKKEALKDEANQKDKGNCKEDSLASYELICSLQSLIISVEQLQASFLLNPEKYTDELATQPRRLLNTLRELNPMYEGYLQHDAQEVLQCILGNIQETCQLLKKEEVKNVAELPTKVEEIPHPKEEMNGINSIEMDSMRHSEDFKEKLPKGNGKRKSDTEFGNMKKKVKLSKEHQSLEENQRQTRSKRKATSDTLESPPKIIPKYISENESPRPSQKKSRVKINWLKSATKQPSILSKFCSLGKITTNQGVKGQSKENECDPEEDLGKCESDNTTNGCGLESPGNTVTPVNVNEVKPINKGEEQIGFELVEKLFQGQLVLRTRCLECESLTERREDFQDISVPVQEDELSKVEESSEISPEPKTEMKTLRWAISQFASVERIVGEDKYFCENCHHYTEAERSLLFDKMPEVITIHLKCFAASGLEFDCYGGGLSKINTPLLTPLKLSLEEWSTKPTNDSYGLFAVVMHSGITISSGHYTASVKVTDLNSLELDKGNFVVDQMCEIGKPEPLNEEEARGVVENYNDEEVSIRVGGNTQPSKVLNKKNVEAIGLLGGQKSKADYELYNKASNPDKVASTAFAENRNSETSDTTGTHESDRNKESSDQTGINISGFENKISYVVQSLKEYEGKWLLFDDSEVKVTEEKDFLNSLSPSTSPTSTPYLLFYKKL
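USP1/UAF1 complex (1 nM) preincubated 15 min at room temperature with compound, then Ub-Rho substrate (150 nM final) added. Kinetic fluorescence at 480/540 nm over 6 reads at 60 s intervals; 50 mM HEPES pH 7.8, 0.5 mM EDTA, 0.1 mg/ml BSA, 1 mM TCEP, 0.01% Tween-20.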
Vif-APOBEC3G blk: qHTS for Inhibitors of Vif-A3G Interactions: qHTS. DNA dC->dU-editing enzyme APOBEC-3G (Homo sapiens), Q9HC16. HeLa A3G-eYFP + Vif (tagged APOBEC3G with the HIV-1 protein that degrades it), YFP fluorescence, overnight. Potency, µM (series often up to 46.1 µM), inactives show at the highest dose activity, negative = active, actives largely listed as inhibitors. 410,000 tested, 0.076% active. AID 602310, 2012;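 note: potency is the fitted concentration of half-maximal effect; % is set by controls: 0 for no effect and ±100 for the full control effect; nearly all actives have a fitted effect of over 60% in size; hits raise eYFP signal because A3G escapes Vif-driven loss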
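Read-out is eYFP fluorescence (Ex 488/Em 500-530) from Vif-expressing HeLa A3G-eYFP cells; more signal means A3G escaped Vif-mediated degradation. Cells plated overnight, compound pinned in, incubated overnight at 37 deg C.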
TrxR1 substrate: qHTS Assay for Substrates of Mammalian Selenoprotein Thioredoxin Reductase 1 (TrxR1): qHTS. Thioredoxin reductase 1, cytoplasmic (Rattus norvegicus), O89049. purified TrxR1 substrate turnover, NADPH consumption readout. Potency, µM (series often up to 114 µM), for inactives: at the top dose activity change, negative = substrate turnover. 390,000 tested, 0.01% active. AID 588456, 2011; note: potency is the fitted concentration of half-maximal effect; % is set by controls: 0 for no effect and ±100 for the full control effect; nearly all actives have a fitted effect of over 50% in size
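Rat TrxR1, dispensed at 90 nM, was prereduced with 400 uM NADPH (final) for 5 min at ~22 deg C, then incubated with compound 15 min before 400 uM selenite. A first-read NADPH fluorescence drop versus no-compound background flagged substrates.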
* marks the source's active call; other numbers are inactive results; ? = inconclusive; [ ] = dose if it differs, or a comment. Unless noted, calls come from the whole dose curve; as a rule, active = well fitted curve in the direction sought with a large enough effect; inconclusive = small, poorly fitted or top-dose-only effect, or another doubt; inactive = no such curve, though single readings can be large; an effect the other way counts as inactive or inconclusive.

Fields – mIDH1 inhibitor | TrxR1 inh | LDHA block | Vif-A3F inh | Glioma ERSR ind | RGS4 inhibitor | USP1-UAF1 inh | Vif-APOBEC3G blk | TrxR1 substrate
Cc1c(NC(=S)NC(NC(=O)CC(C)C)C(Cl)(Cl)Cl)c(=O)n(-c2ccccc2)n1C (stereo not given)
    0% | -13% | -3 | 0% | -4% | 7% | -7% | -2% | 8%[0.457 µM]
COc1ccc(CC(=O)N2CCC(n3nccc3NC(=O)C3CCOC3)CC2)cc1 (stereo not given)
    0% | 5% | -2 | -5% | -5% | -17% | 3% | -1% | -1%
COc1ccc(-n2c(=S)[nH]c3c(oc4ccccc43)c2=O)cc1
    -2% | -26% | 0 | -6% | -2% | -34% | 0% | -5% | 0%
Cn1c(SCC(=O)NCCNC(=O)CSc2nnc(C(F)(F)F)n2C)nnc1C(F)(F)F
    2% | 0% | -4 | 2% | -1% | -2% | -14% | 0% | 2%
N/C(=N\OC(=O)c1cccc2ccccc12)c1ccccn1
    7% | 22%[57.1 µM] | 0 | 10% | -12% | -22% | -8% | -30% | -12%[57.1 µM]
COc1ccc(CCNC(=O)C2CC(=O)N(c3ccc(Br)cc3)C2)cc1OC (stereo not given)
    -6% | 26% | -6 | -7% | 0% | -15% | -7% | 3% | 1%
c1csc(-c2nc(N3CCCCC3)no2)c1
    -8% | 11% | -2 | -10% | 0% | -1% | -24% | -11% | 8%
C[C@H](CO)N1C[C@H](C)[C@@H](CN(C)C(=O)Nc2ccc3c(c2)OCO3)Oc2ccc(NC(=O)Cc3ccccc3)cc2C1=O
    7% | 2%[57.1 µM] | 9 | 1% | -4% | -1% | -33% | -1% | -3%[57.1 µM]
COC(=O)c1ccc(COc2ccccc2/C=N/NS(=O)(=O)c2ccc(C)cc2)cc1
    2% | 17% | -4 | -8% | -1% | 6% | -8% | -2% | 3%
Cc1ccc(Cl)cc1N1CCN(C(=O)C(=O)N2CCCCC2)CC1
    15% | 21% | -11 | -5% | -3% | 13% | -8% | 1% | 3%[57.1 µM]
CCCCOC(=O)c1ccc(OC(=O)c2sc3ncn(Cc4ccccc4Cl)c(=O)c3c2C)cc1
    1% | 34%[57.1 µM] | -4 | 2% | -1% | -8% | -4% | 2% | 7%[57.1 µM]
Cc1ccc(S(=O)(=O)Nc2cc(C)nn2-c2ccccc2)cc1
    0% | ? | -3 | 4% | 0% | 10%[11.4 µM] | 2% | -7% | -7%
COC(=O)c1sccc1NC(=O)c1c(-c2ccccc2)noc1C
    -7% | 7% | -2 | 3% | -2% | 38% | -15% | -5% | -3%
CCCN(CCC)CCCNC(=O)c1cc2c(=O)n(CC)c3ccccc3c2s1
    0% | ? | -3 | ? | -4% | 9% | -8% | 7% | 47%[activator]
CCc1ccc(-c2cc(C)no2)cc1S(=O)(=O)N1CCN(c2ccccn2)CC1
    -9% | 25% | -1 | -12% | 0% | -2%[11.4 µM] | -3% | 2% | 0%

Continuation.
Fields – mIDH1 inhibitor | TrxR1 inh | LDHA block | Vif-A3F inh | Glioma ERSR ind | RGS4 inhibitor | USP1-UAF1 inh | Vif-APOBEC3G blk | TrxR1 substrate
CCc1ccccc1NC(=O)c1cc([N+](=O)[O-])ccc1N1CCOCC1
    -5% | 5% | 0 | -12% | 0% | -13% | -7% | -9% | -4%
CCCn1nc(C(=O)Nc2ccc(N3CCOCC3)cc2)c2ccccc2c1=O
    11% | 10% | -2 | -13% | 1% | -20% | -5% | -7% | 3%
O=C(Cn1nnc2ccccc21)C1CC1
    8% | -4% | -2 | -1% | -1% | -4% | -5% | -1% | 2%
COc1ccc(NC(C)c2cc(Cl)ccc2O)cc1 (stereo not given)
    7% | -7%[57.1 µM] | 14 | -6% | -8% | -30%[11.4 µM] | -22% | -2% | -8%[57.1 µM]
COc1cc(C(=O)NCC(=O)N/N=C/c2ccco2)cc(OC)c1OC
    -1% | -14% | -6 | -6% | -2% | -3% | -14% | 0% | -10%
C[C@@H]1CC=C[C@H]2[C@H]1C(=O)N(Cc1ccccc1)[C@H]2c1ccc(-c2cc3ccccc3s2)cc1F
    11% | 10%[57.1 µM] | 4 | -5% | 3% | -14% | -26% | 0% | 2%[57.1 µM]
Cc1cccc(C(=O)NCc2nnc(SCC(=O)Nc3nncs3)n2C)c1
    1% | -2%[57.1 µM] | -1 | ? | -5% | 16% | 5% | 0% | -1%[57.1 µM]
O=C(C[n+]1cccc(CO)c1)Nc1nc2ccccc2s1
    -2% | 15% | -19 | 9% | -1% | 7% | -7% | 3% | -7%
Cc1cccc(-n2c(C)cc(C(=O)C(=O)Nc3nncs3)c2C)c1
    -13% | 8% | 3 | -11% | 0% | -10% | 1% | -1% | -7%
O=C(c1ccc(Cl)cc1)C1CCN(C(=S)Nc2ccccc2)CC1
    -3% | 42%[2.29 µM] | -16 | 5% | 4% | 2% | 4% | 2% | -1%
Cc1ccnc(NC(=O)CNC(=O)c2ccc3c(c2)OCO3)c1
    0% | 0% | -10 | -4% | -2% | 38% | -15% | 1% | 1%
CCOc1ccc(-n2c(SCC(=O)Nc3ccc(OC)cc3)nc3c(c2=O)SCC3)cc1
    -7% | 17%[57.1 µM] | -8 | -2% | -6% | 2% | -12% | 0% | -6%
COc1cccc(NC(=O)C(C)OC(=O)CCCNC(=O)c2ccc(Cl)cc2)c1 (stereo not given)
    1% | -11% | -6 | -4% | 1% | 20% | -1% | -1% | -12%
CNc1ccc(S(=O)(=O)NC)cc1[N+](=O)[O-]
    5% | -3% | -2 | -9% | -2% | 31%[56.9 µM] | 8% | 0% | -8%
Cc1[nH]c2ccc(-c3nnc(SCC(=O)N4CCCc5ccccc54)o3)cc2c1C
    9% | 36%[activator] | -6 | -17% | -3% | -5% | 2% | -3% | 26%

(more compounds)
smiles | mIDH1 inhibitor | TrxR1 inh | LDHA block | Vif-A3F inh | Glioma ERSR ind | RGS4 inhibitor | USP1-UAF1 inh | Vif-APOBEC3G blk | TrxR1 substrate
Cc1ccc(NC(=O)CSc2nnc(C)c(=O)[nH]2)cc1 | 0% | -4% | -4 | 2% | -2% | 1% | -11% | 2% | -5%
Cc1nc2c(=O)n(-c3ccc(F)c(Cl)c3)nc(C)c2s1 | 1% | -7%[57.1 µM] | -5 | -2% | -4% | -21% | -22% | -1% | 1%[57.1 µM]
C/C(=N\NC(=O)CSc1nc(C)cc(C)n1)c1ccc([N+](=O)[O-])cc1 | -5% | 5% | -4 | -5% | -11% | 6% | -6% | -1% | -8%
CCCCNc1ccc2nsnc2c1[N+](=O)[O-] | 8% | -14% | 3 | 0% | -1% | -28% | -19% | 0% | -7%
O=C(COc1ccc2ccc(=O)oc2c1)Nc1nccs1 | -7% | ? | -1 | -26% | -6% | -23% | -26% | -9% | ?
O=C1/C(=C/c2ccsc2)N2CCC1CC2 | -5% | ? | -2 | 12% | 1% | 17% | -9% | -2% | -4%
CN(C)S(=O)(=O)Oc1ccccc1C(=O)Nc1ccccc1Cl | 0% | -7% | -8 | 0% | 0% | 11% | -3% | -2% | -7%
COc1ccc(C)cc1NC(=O)Cn1cc(S(=O)(=O)Cc2ccccc2Cl)c2ccccc21 | -5% | 23% | -3 | 0% | -1% | 0% | -4% | 0% | -6%
CN(C)CCNC(=O)CN1N=C(c2ccccc2)CCC1=O | -16% | 3%[57.1 µM] | -6 | 5% | -2% | -4% | 4% | -6% | 4%[57.1 µM]
O=C(NC1CCCCC1)c1cc(-c2ccccc2Cl)on1 | -3% | 3%[57.1 µM] | -3 | 17% | 4% | -2% | -7% | -4% | 6%[57.1 µM]

Nothing new here: 2 of the compounds above.
smiles | mIDH1 inhibitor | TrxR1 inh | LDHA block | Vif-A3F inh | Glioma ERSR ind | RGS4 inhibitor | USP1-UAF1 inh | Vif-APOBEC3G blk | TrxR1 substrate
CN(C)CCNC(=O)CN1N=C(c2ccccc2)CCC1=O | -16% | 3%[57.1 µM] | -6 | 5% | -2% | -4% | 4% | -6% | 4%[57.1 µM]
O=C(NC1CCCCC1)c1cc(-c2ccccc2Cl)on1 | -3% | 3%[57.1 µM] | -3 | 17% | 4% | -2% | -7% | -4% | 6%[57.1 µM]

Some of the compounds tested. The share of hits here may be higher or lower than overall.
